FXIa inh 1536 – blocks human coagulation factor XIa protease activity | purified FXIa, Boc-Glu-Ala-Arg-AMC fluorogenic substrate | inhibition, % at 5 µM | 220,000 tested, 0.14% active | AID 798;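 active means inhibition of at least 40%; inactive means inhibition below 40%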;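 further: fluorescence of freed AMC excited at 355 nm; 0% = enzyme without compound and 100% = no enzyme blank; many of its hits are not listed in these tables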
Rad51 HR inh – blocks human Rad51 in homologous recombination | Q06609 | hRad51 DNA strand exchange, fluorescence dequenching | inhibition, % at 10 µM | 200,000 tested, 0.085% active;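 active means inhibition above 40% at the single screening dose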;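 further: 0% = DMSO control wells and 100% = blanks with heterologous ssDNA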
Target sequence (Q06609 whole entry, looked up): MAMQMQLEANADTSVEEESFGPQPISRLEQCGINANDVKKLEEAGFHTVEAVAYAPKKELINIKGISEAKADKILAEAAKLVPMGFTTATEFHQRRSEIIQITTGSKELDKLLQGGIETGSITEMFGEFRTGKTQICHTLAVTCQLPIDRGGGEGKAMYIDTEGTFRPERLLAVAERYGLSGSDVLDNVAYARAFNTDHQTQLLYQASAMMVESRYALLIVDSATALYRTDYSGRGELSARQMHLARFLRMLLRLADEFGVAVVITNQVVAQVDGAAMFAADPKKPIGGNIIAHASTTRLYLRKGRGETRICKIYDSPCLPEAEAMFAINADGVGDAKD
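Material: hRad51 filaments on single-stranded DNA; Reagent: Donor/quencher-labelled 47-bp dsDNA substrate; Compound: 10 µM final, single point; Schedule: 37 °C 15-min filament assembly, 30-min compound preincubation, 15-min exchange; Technique: FRET fluorescence, excitation 485 nm, emission 520 nm; Benchmarks: control wells and blank wells on each plate.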
p97 inhibitor – human p97 ATPase inhibition. P55072. recombinant p97 ATPase, Kinase-Glo ATP luminescence, 3 h. inhibition, % at 8 µM. 220,000 tested, 0.42% active; in the data active means inhibition above about 15%;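 further: 0% = DMSO vehicle and 100% = wells lacking enzyme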
eIF4E-4G inh – inhibitors of eIF4E and eIF4G interaction in translation initiation. TR-FRET eIF4E-eIF4GI(517-606) binding, 2 h. P63073+Q04637. 220,000 tested, 0.37% active. AID 782. inhibition, % at 21.7 µM;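 active means inhibition above about 30%, limit read from the data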;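 further: 0% = full FRET control wells and 100% = background wells lacking eIF4GI fragment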
hK5 inh – inhibitors of human kallikrein 5. 210,000 tested, 0.59% active. inhibition, % at 5 µM. recombinant hK5, fluorogenic AMC substrate cleavage. AID 873. Q9Y337;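 active means inhibition of 40% or more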;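 further: 0% = enzyme controls without compound and 100% = no-enzyme blanks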
Wee1 stabilizer – inhibitors of human Wee1 degradation. HeLa Luc-Wee1K328M stability, luciferase luminescence; 100% = proteasome inhibitor MG132 effect. reporter increase, % at 5 µM. 220,000 tested, 1.2% active. AID 1321;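 active means activation above the mean of all tested compounds plus 3 SD, set per screening run, cut at about 8.8% in these data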;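 further: cells exposed to compound for 20 h before luminescence read; 0% = DMSO alone and 100% = MG132 at 30 µM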
Target sequence (P30291 whole entry K328M): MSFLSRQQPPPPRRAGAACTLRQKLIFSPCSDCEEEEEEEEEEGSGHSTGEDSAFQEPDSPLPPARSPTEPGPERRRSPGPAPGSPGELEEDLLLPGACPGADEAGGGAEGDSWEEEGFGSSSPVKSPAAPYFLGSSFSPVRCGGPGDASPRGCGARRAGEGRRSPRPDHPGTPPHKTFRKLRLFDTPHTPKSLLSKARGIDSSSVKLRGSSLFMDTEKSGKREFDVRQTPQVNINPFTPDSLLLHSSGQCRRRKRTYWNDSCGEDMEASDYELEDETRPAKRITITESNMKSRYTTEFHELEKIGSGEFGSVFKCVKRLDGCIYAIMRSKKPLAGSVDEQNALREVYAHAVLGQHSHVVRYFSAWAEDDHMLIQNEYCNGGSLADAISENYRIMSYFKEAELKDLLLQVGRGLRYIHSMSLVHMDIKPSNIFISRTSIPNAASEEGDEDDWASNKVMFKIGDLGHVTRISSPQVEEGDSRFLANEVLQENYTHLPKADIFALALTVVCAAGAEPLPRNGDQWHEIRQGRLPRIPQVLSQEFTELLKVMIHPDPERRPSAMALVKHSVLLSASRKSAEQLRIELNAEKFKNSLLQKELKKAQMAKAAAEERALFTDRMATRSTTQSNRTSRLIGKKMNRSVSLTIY
MDM2 E3 inh – Mdm2 E3 ligase (human) inhibition | cell-based MDM2 ubiquitination luciferase reporter, 2 h; 0 = plate control, 100 = twice control, blank-subtracted | signal enhancement, % at 5 µM | Q00987 | 210,000 tested, 0.11% active;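 active means signal enhancement of 30% or more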;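 further: luminescence tracks abundance of the self-degrading MDM2-luciferase fusion protein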
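system = mammalian cells stably expressing self-ubiquitinating, self-degrading MDM2 E3–luciferase fusion | quantity = 2000 cells per well seeded | incubation = 4 h cell settling then 2 h compound exposure, 37 °C | signal = SteadyLite luminescence, 15 min reagent step | benchmarks = plate control and blank wells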
FXIIa inh – inhibitors of human coagulation factor XIIa. inhibition, % at 5 µM. purified FXIIa, Boc-QGR-AMC fluorogenic substrate, 2 h. 220,000 tested, 0.3% active. AID 800. P00748; in the data active means inhibition above about 40%;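 further: 0% = enzyme with no compound and 100% = blank without enzyme; many of its hits are not listed in these tables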
14-3-3 Bad inh – disrupts binding of bovine 14-3-3 zeta to phospho-Bad peptide; P63103; TR-FRET 14-3-3zeta/Dy647-pBad peptide displacement, 1 h; inhibition, % at 21.7 µM; 220,000 tested, 0.71% active; AID 781;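 active means inhibition above about 70%, limit read from the data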;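 further: 0% = full 14-3-3 plus peptide FRET controls and 100% = background without 14-3-3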
Numbers without * were called inactive; / = no result given; & = joins results of further samples; [ ] = remark or other dose.

SMILES	FXIa inh 1536	Rad51 HR inh	p97 inhibitor	eIF4E-4G inh	hK5 inh	Wee1 stabilizer	MDM2 E3 inh	FXIIa inh	14-3-3 Bad inh
Cc1cccc(NC(=O)C(CC(C)C)NC(=O)C2CCC(C)CC2)n1 (configuration not stated)	4	-1	4	0	-20	-2	-10	-4	-2
COC(=O)c1cc(NC(=O)c2ccccc2)c(=O)oc1C/C=N\OCc1ccc(Cl)cc1Cl	-2	-15	0	-10	-25	0	-15	13	0[fluorescence artefact?]
O=C(CCl)N(CCCNC(=O)C(F)(F)F)c1ccc([N+](=O)[O-])cc1	4	-1	9	-1	-7	3	-4	8	5
C/C(=N/NS(=O)(=O)c1ccc(Cl)cc1)c1cccc(NC(=O)c2ccc(Cl)cc2Cl)c1	1	/	-1	-6	5	0	-11	-6	-6
COc1cc(NC(=O)CSc2nc(C)c(C)c(C)n2)c(C)cc1[N+](=O)[O-]	8	2	-4	-1	2	-4	-20	8	3
O=C(NNC(=S)Nc1cccc(C(F)(F)F)c1)c1ccccc1Cl	1	6	8	-2	-70	12*	-10	11	-14[fluorescence artefact?]
Cc1nc(NC(=O)C(Cl)Cl)sc1C(=O)N(C)C	22	13	0	13	-12	1	-7	23	4[fluorescence artefact?]
Cc1cc2ncn(CS(C)(=O)=O)c2cc1C	-3	-4	4	2	-13	1	-6	6	-12
COc1ccc(-c2noc(CCC(=O)Nc3cccc(C)c3)n2)cc1	-4	-6	-1	-11	-24	-2	-27	11	-9
Cc1ccc(-c2noc(CCC(=O)NCCc3ccccc3Cl)n2)cc1	5	-2	-4	-2	5	0	-3	6	0
Cc1ccc(CN2CCN(/N=C/c3ccc(C(F)(F)F)cc3)CC2)c(C)c1	4	/	2	3	-25	0	/	5	4[fluorescence artefact?]
CC1CCCCN1C(=O)CSc1nc2ccccc2n1CC(=O)N1CCc2ccccc21 (configuration not stated)	3	-2	4	-1	-15	-1	-26	10	-5
CCOc1cc2[nH]c(=O)n(CCCCC(=O)NCc3ccco3)c(=O)c2cc1OCC	3	2	3	8	1	-1	-1	16	6
COc1ccc(NCC(O)COc2ccc(C(C)(C)C)cc2)cc1 (configuration not stated)	-5	-3	0	5	-3	0	-7	10	-16
O=C(Cc1c(F)cccc1Cl)NCCCn1ccnc1	5	5	1	2[fluorescence artefact?]	8	-2	-11	16	0
O=C(NCCCN1CCOCC1)C(=O)NCc1ccco1	4	1	3	7	3	7	-21	7	4
Cc1cc([N+](=O)[O-])nn1CC(=O)NCc1nc2ccccc2[nH]1	-2	0	5	4	-1	2	-25	6	-6
CC1Cc2ccccc2N1C(=O)CCNS(=O)(=O)c1cccc2nsnc12 (configuration not stated)	1	21	-1	0	-6	-1	-3	12	7
O=C(Cn1nc(-c2nn(CC(=O)c3ccccc3)c3[n+]2CCCCC3)[n+]2c1CCCCC2)c1ccccc1	8	-2	7	-4	-1	0	-16	7	6
Cc1ccc(NC(=O)c2sc(=S)n(-c3cc(C)ccc3F)c2N)cc1	10	-8	-3	-1	15	3	-29	15	-1
COc1ccccc1NC(=O)CN1C(=O)C2(OCCCO2)c2ccccc21	-5	0	5	-8	-2	1	-11	1	2
COc1ccc(CC(=O)NCc2ccco2)cc1OC	-9	5	-1	2	-5	-1	-7	5	-4
O=C(CN1CCCCC1)Nc1cc(Cl)ccc1Cl	0	-3	-2	-5[fluorescence artefact?]	1	0	7	15	-6
CC1C/C(=N/Nc2ccc([N+](=O)[O-])cc2[N+](=O)[O-])CC(C)(C)C1 (configuration not stated)	5	5	1	5	-2	0	-9	11	1
O=C1CCCC2=C1C(c1ccc(O)cc1)c1c(ccc3ccccc13)N2 (configuration not stated)	-5	19	7	2	12	1	-10	2	-7
Cc1cc(=O)oc2cc(OCC(=O)N/N=C/c3cc([N+](=O)[O-])ccc3O)ccc12	8	0	6	12	-140	0	-9	8	34
Cc1ccc(C2=NC3(CCCCC3)N=C2SCC(=O)Nc2ccc3c(c2)OCCO3)cc1	7	/	4	2	-11	1	/	13	-2[fluorescence artefact?]
COc1ccc(NC(=O)c2ccc(Cc3ccc(C)cc3)o2)cc1	10	-5	-1	2[fluorescence artefact?]	-5	-1	-4	13	-8
O=C1c2ccc3c4c(ccc(c24)C(=O)N1c1ccc2ccccc2c1)CC3	-3	-1	0	-5	1	1	2	-1	21
CCCC(=O)Nc1ccc(NC(=S)NC(=O)c2ccccc2[N+](=O)[O-])cc1	6	2	7	4[fluorescence artefact?]	-3	0	-5	14	-1[fluorescence artefact?]
Cc1ccc2nsnc2c1NC(=O)COc1ccccc1	-1	3	0	1	-14	-2	-12	5	0
CCC(C)NC(=O)C(Cc1ccccc1)n1cccc1 (configuration not stated)	6	-6	4	3	-17	-3	-2	12	2
C=CCn1cnc2scc(-c3ccc(C)cc3)c2c1=O	-4	-4	-3	7	-31	1	-2	21	-8
CC(CN1CCN(C)CC1)OC(=O)c1ccccc1Cl (configuration not stated)	2	/	-5	13	-12	-2	-19	6	85*
CS(=O)(=O)c1ccc(Sc2nc3ccccc3s2)c([N+](=O)[O-])c1	0	-1	12	1	-7	0	-5	8	-2[fluorescence artefact?]
CS(=O)(=O)N1CCN(C2CCN(Cc3ccccc3)CC2)CC1	8	/	3	-4	-1	-1	10	12	1
C/C(=N\N=C1\NC(=O)CC(C(=O)O)S1)c1ccc(F)cc1 (configuration not stated)	5	1	5	4	-12	1	-8	13	-24[fluorescence artefact?]
CC(=O)Nc1c(I)c(NC(C)=O)c(I)c(C(=O)O)c1I	3&17	-4&-1	10&3	2&2	-5&0	-1&-1	/	12&3	-2&1
Cc1sc2c(c1C)C(=O)/C(=C\Nc1ccncc1)S(=O)(=O)N2C	3	8	7	0	0	-1	-11	5	6
CCOC(=S)SCC(=O)Nc1nc(-c2ccc(Br)cc2)cs1	7	/	4	2[fluorescence artefact?]	-15	2	/	7	-8
CCOC(=O)C1CCN(S(=O)(=O)c2ccc(NC(=O)OC)cc2)CC1	5	-5	-5	-1	-13	-1	-6	12	-5
O=C(CCC(=O)N1CCN(C(=O)c2ccco2)CC1)c1ccc(F)cc1	-1	1	4	1	3	4	-15	10	-7
O=C(/C=C/c1ccco1)NC1=NCCS1	-3	0	1	9[fluorescence artefact?]	-15	-1	-38	2	-3[fluorescence artefact?]
CCN(CC)CC(=O)Nc1scc2c1c(=O)oc1ccccc12	-14	-1	-4	-4	11	4	-6	4	1
COc1ccc(C(CCN2CCCC2)c2c(OC)cc(OC)c3c(-c4ccccc4)cc(=O)oc23)cc1 (configuration not stated)	4	13	/	1	5	/	-10	16	8
Cc1nn(C)c(Cl)c1C(=O)NC(C(=O)O)c1ccccc1 (configuration not stated)	3	/	3	1	1	2	4	4	-10
CCCCNc1c([N+](=O)[O-])cc(C(=O)O)cc1[N+](=O)[O-]	7	/	3	0[fluorescence artefact?]	-26	0	/	10	5[fluorescence artefact?]
O=C(O)[C@H](Cc1ccccc1)NC(=O)N1CCOCC1	2	0	-1	-3	-19	-2	-8	14	6
CCOC(=O)Cc1nnc(NC(=O)C(CC)Sc2nncn2C)s1 (configuration not stated)	-9	0	2	6[fluorescence artefact?]	-16	-4	-15	-4	-5
COc1ccc(/C=N/NC(=O)Nc2cccc3nsnc23)cc1	7	-4	7	1	2	-2	-16	3	1
C=C(C)CSc1nnc([C@@H]2CCCN2)o1	2	3	4	-1	2	-3	-4	11	6
COc1ccc(CCNC(=O)Cn2c(=O)n(-c3ccc(C)c(F)c3)c(=O)c3sccc32)cc1OC	-7	-10	-3	-1	-12	0	-6	2	9
CC(C)=CCN1CCN(Cc2cccc3c2OCO3)CC1CCO (configuration not stated)	-1	-12	2	-2	/	-1	-10	6	2
CC1CN(C(=O)/C=C/c2ccc([N+](=O)[O-])s2)CC(C)O1 (configuration not stated)	0	-3	-3	10	4	3	-14	12	16
N#CCCN(Cc1cccnc1)C(=S)Nc1ccc(OC(F)F)cc1	-2	3	6	-2	-1	1	-11	6	-3
O=C(Cn1c(C(F)(F)F)nc2ccccc21)N/N=C/c1ccco1	-5	-77	-1	2	2	-1	4	4	-6
O=C1CCCN1c1ccc(S(=O)(=O)NCc2ccco2)cc1	-3	3	4	-1	0	-2	-6	3	-5
CN(C)c1ccc(/C=C/C=N/Nc2nc(N3CCOCC3)nc(N3CCOCC3)n2)cc1	-5	4	1	0	-37	0	-5	-8	-13
CCC(CC)C(=O)Nc1ccc(Cl)c(Cl)c1	2	4	-4	4	-3	2	-76	22	14
CCOC(=O)C1=C(C)NC(SCC(=O)O)=C(C#N)C1c1ccco1 (configuration not stated)	1	7	5	0[fluorescence artefact?]	1	1	-2	12	1

5 entries already listed, ordered by the number in hK5 inh, high to low.
smiles,hK5 inh
COc1ccc(/C=N/NC(=O)Nc2cccc3nsnc23)cc1,2
Cc1cc([N+](=O)[O-])nn1CC(=O)NCc1nc2ccccc2[nH]1,-1
O=C(CCl)N(CCCNC(=O)C(F)(F)F)c1ccc([N+](=O)[O-])cc1,-7
COc1ccc(-c2noc(CCC(=O)Nc3cccc(C)c3)n2)cc1,-24
O=C(NNC(=S)Nc1cccc(C(F)(F)F)c1)c1ccccc1Cl,-70

Single values from above:
In p97 inhibitor, CC(C)=CCN1CCN(Cc2cccc3c2OCO3)CC1CCO (configuration not stated) is listed with 2
In Rad51 HR inh, CCOC(=O)Cc1nnc(NC(=O)C(CC)Sc2nncn2C)s1 (configuration not stated) is listed with 0
In p97 inhibitor, CN(C)c1ccc(/C=C/C=N/Nc2nc(N3CCOCC3)nc(N3CCOCC3)n2)cc1 is listed with 1

Continued:
SMILES	FXIa inh 1536	Rad51 HR inh	p97 inhibitor	eIF4E-4G inh	hK5 inh	Wee1 stabilizer	MDM2 E3 inh	FXIIa inh	14-3-3 Bad inh
COc1ccccc1NC(=O)COC(=O)c1ccc2c(c1)nc(C)n2-c1ccccc1	6	0	2	-1[fluorescence artefact?]	-26	1	4	10	-20
c1ccc(C2c3[nH]c4ccccc4c3CCN2Cc2cccn2-c2cccnc2)nc1 (configuration not stated)	-1	-4	5	-2	3	0	27	7	-12
CCOC(=O)c1nc(Nc2ccc(Nc3ccccc3)cc2)c2ccccc2n1	-2	-4	2	6	-17	2	-31	9	-6
O=C(Nc1ccc2ccccc2c1)NC1CCS(=O)(=O)C1 (configuration not stated)	-1	-8	2	0	-5	0	-17	4	-4
COc1ccc(OC)c(C(O)c2nc3ccccc3n2C(C)C)c1 (configuration not stated)	-2	7	-10	4	9	-3	-21	-5	9[fluorescence artefact?]
OC(CNCC1CCCO1)Cn1c2ccccc2c2ccccc21 (configuration not stated)	-2	-2	-2	1	-4	1	-18	-5	4
CCCn1c(SCc2ccc(Cl)cc2)nc2c1c(=O)[nH]c(=O)n2C	-10	2	-1	4	-17	2	-9	2	9
CC(=O)Nc1cccc(Cn2cccn2)c1	0	2	6	-1[fluorescence artefact?]	-1	3	5	6	-8[fluorescence artefact?]
O=C1CC(N(O)c2ccccc2)C(=O)N1Cc1ccccc1 (configuration not stated)	2	-6	4	-4	3	2	-8	13	-3
